ABCG2 block – blocks JC-1 efflux by human ABCG2 transporter; IgMXP3 cells, flow cytometry; inhibition, % at 6.6 µM; 190,000 compounds, 0.1% hits; AID 1325;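 active = inhibition above 80%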;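 also: 0% = DMSO and 100% = nicardipine control wells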
Target sequence (Q9UNQ0 whole entry, looked up): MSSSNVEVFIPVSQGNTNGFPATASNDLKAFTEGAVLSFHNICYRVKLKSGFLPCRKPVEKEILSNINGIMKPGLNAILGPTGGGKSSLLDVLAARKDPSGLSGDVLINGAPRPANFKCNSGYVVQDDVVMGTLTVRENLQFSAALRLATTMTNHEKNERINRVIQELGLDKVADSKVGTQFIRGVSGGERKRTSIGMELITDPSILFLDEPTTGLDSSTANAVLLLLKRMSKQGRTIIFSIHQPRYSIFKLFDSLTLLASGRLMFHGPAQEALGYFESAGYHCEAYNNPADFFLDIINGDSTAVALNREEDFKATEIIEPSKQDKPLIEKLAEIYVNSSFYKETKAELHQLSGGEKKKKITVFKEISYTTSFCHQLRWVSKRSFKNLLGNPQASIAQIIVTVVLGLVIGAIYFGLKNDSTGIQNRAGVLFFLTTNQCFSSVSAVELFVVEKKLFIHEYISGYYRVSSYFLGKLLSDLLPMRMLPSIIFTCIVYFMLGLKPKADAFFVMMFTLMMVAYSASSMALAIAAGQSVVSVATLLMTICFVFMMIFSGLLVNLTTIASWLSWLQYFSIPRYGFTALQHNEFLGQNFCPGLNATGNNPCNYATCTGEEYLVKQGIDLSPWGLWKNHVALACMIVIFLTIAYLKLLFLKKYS
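Incubation: cells with compound and JC-1, 10 min at 25 °C, rotating, no wash / Test system: IgMXP3 (ABCG2) plus far-red-tagged CCRF-Adr (ABCB1) cells / Compound dosing: one concentration, 6.6 µM final / Also added: JC-1 fluorescent substrate / Evaluation: efflux inhibition in percent versus controls / Detection: flow cytometry, 530 nm JC-1 signal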
ABCB1 inh – inhibitors of human ABCB1 transporter, ABCG2 counter-screen | P08183 | CCRF-Adr cells, JC-1 efflux, flow cytometry | inhibition, % at 6.6 µM | 190,000 compounds, 0.067% hits; in the data active = inhibition above about 40%;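 also: 0% = vehicle and 100% = reference inhibitor; higher value means more JC-1 retained so stronger ABCB1 efflux block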
Mcl1 Noxa PPI – Mcl-1/Noxa interaction inhibition. Q07820. TR-FRET Mcl-1/Noxa peptide binding, 2 h. inhibition, % at 21.7 µM. 220,000 compounds, 1.5% hits. AID 1022;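 active = compounds that cut the protein-peptide binding signal by more than 50% relative to plate controls in a single-dose test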;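 also: His-tagged Mcl-1 with rhodamine Noxa BH3 peptide and terbium anti-His antibody; 0% = Mcl-1 plus Noxa peptide wells and 100% = peptide-only wells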
Target sequence (Q07820 whole entry, looked up): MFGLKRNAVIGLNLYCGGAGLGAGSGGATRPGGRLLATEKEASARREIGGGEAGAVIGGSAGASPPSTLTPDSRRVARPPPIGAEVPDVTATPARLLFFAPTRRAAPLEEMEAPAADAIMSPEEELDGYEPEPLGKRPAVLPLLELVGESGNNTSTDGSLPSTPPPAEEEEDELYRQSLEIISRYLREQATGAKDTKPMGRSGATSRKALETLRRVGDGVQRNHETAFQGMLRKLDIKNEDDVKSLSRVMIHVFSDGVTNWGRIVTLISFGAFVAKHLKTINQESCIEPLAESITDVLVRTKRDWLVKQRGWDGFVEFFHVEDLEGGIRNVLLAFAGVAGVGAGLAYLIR
RGS8-Gao – human RGS8-Galphao interaction regulation; P09471; response (percent of control binding), % at 10 µM; 220,000 compounds, 0.34% hits; multiplexed bead flow cytometry, RGS8-Galphao binding; actives lie on both sides; in the data active = response below about 60% or above about 140%; inactive = in between;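 also: Galphao activated as the GDP aluminium fluoride complex binding bead-coupled RGS8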
Avidin fluor – avidin bead compound fluorescence profile; Avidin beads, compound fluorescence 488/530 nm, flow cytometry; stronger effect = higher value; fluorescence (KMESF) at 10 µM; 220,000 compounds, 0.38% hits; in the data active = fluorescence above about 47; also: inactives centre near 10
Pf gamet viab – kills late stage P. falciparum gametocytes | P. falciparum stage V gametocytes, ATP luminescence, 24 h | inhibition, % at 10.9 µM | 150,000 compounds, 0.065% hits | AID 743093;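 active = inhibition above the mean plus 3 SD of compounds within the control limits, set per campaign, cut at about 38% in these data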;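 also: 0% = DMSO wells and 100% = medium only without gametocytes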
GSH fluor – compound fluoresces at 488/530 nm on GSH beads; GSH beads flow cytometry, compound fluorescence 488/530 nm; stronger effect = higher value; AID 1776; 190,000 compounds, 0.25% hits; fluorescence (KMESF) at 10 µM; in the data active = fluorescence above about 89;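 also: glutathione beads carrying GST-tagged Bcl family fusion proteins plus one bare bead set; values are compound well signal with DMSO vehicle wells as background; inactives centre near 16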
RGS7-Gao – human RGS7-Galphao interaction regulation | P09471 | Multiplexed bead flow cytometry, RGS7-Galphao binding; actives lie on both sides | binding response (% of control), % at 10 µM | 220,000 compounds, 0.35% hits | AID 1439; in the data active = binding response below about 49% or above about 150%; inconclusive = no clear call, values can overlap the other calls; inactive = in between;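 also: fluorescent Galphao held in activated GDP-AlF4 state binding bead-coupled RGS7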
RGS4-Gao reg – modulates binding of RGS4 to human Galphao; 220,000 compounds, 0.33% hits; binding response (% of control), % at 10 µM; P09471; AID 1415; Multiplexed bead flow cytometry; actives lie on both sides; in the data active = binding response below about 49% or above about 150%; inactive = in between;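 also: fluorescent Galphao activated with aluminum fluoride binding bead-coupled RGS4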
Mcl1-Bid inh – Mcl-1/Bid interaction inhibition | inhibition, % at 21.7 µM | 220,000 compounds, 0.97% hits | Q07820 | TR-FRET Mcl-1/Bid-Dy647 peptide binding, 1536-well;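 active = compounds that cut the binding signal by more than half at the single screening dose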;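 also: His-tagged Mcl-1 with europium anti-His antibody binding Bid BH3 peptide; 0% = Mcl-1 plus peptide wells and 100% = peptide-only wells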
Mcl-1 Bim block – disrupts Bim peptide binding to human Mcl-1 | Bead-based flow cytometry, Bim peptide-Mcl-1 binding | Q07820 | inhibition, % at 10 µM | 190,000 compounds, 0.1% hits; in the data active = inhibition above about 40%;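 also: 0% = no compound tracer wells and 100% = peptide blocker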
Active calls of the source: *; ? = inconclusive; nt = not tested or not shown. Not a hit list, and some 3.3% of all compounds hit somewhere here.

Second line of a record – ABCG2 block, ABCB1 inh, Mcl1 Noxa PPI, RGS8-Gao, Avidin fluor, Pf gamet viab, GSH fluor, RGS7-Gao, RGS4-Gao reg, Mcl1-Bid inh, Mcl-1 Bim block
Cn1ccnc1Sc1ccc(C(N)=O)cc1[N+](=O)[O-]
  2, 1.0, 6, 101, 11, 0, 14, ?, 100, -19, -1
Cc1oc(-c2cccc(Cl)c2)[n+]([O-])c1C
  4, 0.8, 11, 99, 17, nt, 6, 98, 102, -38, 0
CCCCCCn1c(NCC)nc2c1c(=O)n(C)c(=O)n2C
  0, 0.1, -5, 92, 5, nt, 5, 93, 79, -43, 0
O=C1NCCc2cc3c(cc21)OCO3
  12, 1.8, 10, 106, 5, nt, 27, 100, 100, -4, 1
Cc1cccn2cc(CCNC(=O)c3ccco3)nc12
  2, 0.2, 15, 104, 7, nt, 27, 100, 102, -15, 0
Cn1c(=O)c(-c2cc(=O)[nH][nH]2)c(O)c2ccccc21
  12, 0.5, 16, 99, 11, 1, 9, 99, 102, -45, 3
COc1ccc(CCNC(=O)CSc2cccc3cccnc23)cc1OC
  14, 1.2, -1, 103, 10, nt, 17, 99, 102, 6, -2
CCOC(=O)c1c(NC(=O)C(=O)N/N=C/c2ccccc2O)sc2c1CCCCC2
  -5, -0.3, -3, 102, 18, -12, 17, 93, 103, -57, -6
CCOC(=O)c1ccc2c(c1)n(CCO)c(C)[n+]2CC
  1, 0.2, -23, 97, 3, nt, 23, 100, 101, -31, -2
COC(=O)c1nn(-c2ccccc2)ccc1=O
  0, -0.1, 6, 99, 7, -6, 9, 99, 99, -1, 2
Nc1cc([N+](=O)[O-])ccc1O
  5, 0.1, 2, 91, 1, 24, 10, 96, 98, -57, 0
CN1CCN(c2ccc(CNS(=O)(=O)Cc3ccc(Cl)cc3)cc2)CC1
  nt, nt, 12, 104, 8, 8, nt, ?, 107, -54, nt
Cc1ccc(S(=O)(=O)N2CCC(N3CCCCCC3)CC2)cc1
  1, 0.2, 22, 103, 27, 17, 15, 100, 102, 38, -4
O=C(c1ccccc1)n1nc(-c2ccccc2)nc1NCc1ccco1
  1, -0.9, 12, 101, 8, nt, 19, 96, 98, -4, -2
Cc1cc(C(=O)N/N=C/c2cc(Br)cc(Br)c2OC(=O)c2ccccc2)n[nH]1
  -3, -0.6, 23, 95, 8, nt, nt, 97, 97, 14, nt

By substructure: the entries above with a Cl atom.
Second line of a record – ABCG2 block, ABCB1 inh, Mcl1 Noxa PPI, RGS8-Gao, Avidin fluor, Pf gamet viab, GSH fluor, RGS7-Gao, RGS4-Gao reg, Mcl1-Bid inh, Mcl-1 Bim block
Cc1oc(-c2cccc(Cl)c2)[n+]([O-])c1C
  4, 0.8, 11, 99, 17, nt, 6, 98, 102, -38, 0
CN1CCN(c2ccc(CNS(=O)(=O)Cc3ccc(Cl)cc3)cc2)CC1
  nt, nt, 12, 104, 8, 8, nt, ?, 107, -54, nt

As entered above:
Cc1oc(-c2cccc(Cl)c2)[n+]([O-])c1C @ ABCG2 block: 4
CCCCCCn1c(NCC)nc2c1c(=O)n(C)c(=O)n2C @ RGS4-Gao reg: 79

(list continues)
Second line of a record – ABCG2 block, ABCB1 inh, Mcl1 Noxa PPI, RGS8-Gao, Avidin fluor, Pf gamet viab, GSH fluor, RGS7-Gao, RGS4-Gao reg, Mcl1-Bid inh, Mcl-1 Bim block
N#Cc1ccc(-c2ccc(F)cc2)nc1SCC(=O)Nc1sc2c(c1C#N)CCC2
  -1, 1.8, -6, 100, 19, nt, 9, 99, 97, -37, 1
CNC(=S)NN(c1ccccc1)c1ccccc1
  3, 1.1, -24, 100, 34, nt, 17, 104, 99, -25, -2
COc1ccc(/C=N/Nc2ncnc(Cl)c2N)cc1OC
  2, 0.2, 43, 111, 9, nt, 12, 97, 102, -48, 14
O=C(NNc1nc2c(F)cc(F)cc2s1)C1COc2ccccc2O1 (centres undefined)
  -1, -0.2, -12, 105, 23, -21, 11, 97, 101, -48, 0
COc1ccc(NC(=O)C/C(C)=N/NC(=O)C(=O)NC2CCCCC2)c(OC)c1
  1, -0.1, -11, 96, 10, nt, 11, 91, 94, -28, 0
CCc1c(C(=O)NNC(=S)NC2CCCCC2)csc1C
  7, 0.4, -39, 101, 8, 10, 15, ?, 98, -75, 0
O=C(N/N=C/c1cccc(O)c1)c1csc2ccccc12
  2, -0.9, 8, 101, 12, -20, 23, 101, 104, 6, -5
CCOc1ccc(-n2c(=O)c3sccc3n(CC(=O)NCc3ccco3)c2=O)cc1
  -2, -0.1, 3, 102, 6, nt, 29, 100, 99, -8, -9
Cc1cc2c(c(=O)n1CCc1ccccc1)C(c1ccco1)C(C#N)=C(N)O2 (centres undefined)
  3, 0.4, 10, 94, 33, 8, 17, 92, 94, 6, -2
Cn1nnnc1SCC(=O)Nc1ccccc1[N+](=O)[O-]
  5, 0.1, -19, 100, 13, -2, 33, 102, 100, -13, -2
O=C(O)CC(CCc1ccccc1)OC1OC(CO)C(O)C(O)C1O (centres undefined)
  nt, nt, 92*, 88, 9, nt, nt, ?, 87, -60, nt
N#C/C(=C\c1ccc2c(c1)OCO2)C(N)=S
  nt, nt, -13, 99, 7, -4, nt, ?, 99, -41, nt
Cc1ccc(NC(=O)COc2ccc(-c3nnco3)cc2)cc1S(=O)(=O)N1CCOCC1
  5, -0.5, 1, 99, 13, -7, 9, ?, 98, 7, -3
CCCN=Cc1ccc(O)cc1
  -1, 0.2, 1, 100, 10, 11, 17, 106, 104, -24, 2
O=C(NCc1ccc2c(c1)OCO2)c1ccc2c(=O)n(C3CCCC3)c(=O)[nH]c2c1
  1, 0.0, -27, 104, 39, -4, 11, 104, 105, -11, 1
COc1ccc(S(=O)(=O)N2C3CCC2CC(NC(=O)NC2CCCCC2)C3)cc1 (centres undefined)
  -4, 0.4, 18, 97, 14, nt, 35, 100, 102, -14, -5
Nc1ccccc1C(=O)N1CCCC1
  2, 0.6, 7, 100, 6, nt, 13, 107, 99, -41, 0
O=C(Nc1cccc(F)c1)c1c(F)c(F)c(F)c(F)c1F
  4, 0.6, 17, 101, 13, nt, 14, 102, 101, -16, -1
COC(=O)c1[nH]c2ccc(C)cc2c1NC(=O)CN1CCCc2ccccc21
  2, 0.2, 30, 101, 5, -4, 29, 99, 101, -3, 0
COCCCn1c(C)nnc1SCc1ccc(C(C)(C)C)cc1
  0, 0.3, 4, 99, 11, -12, 19, 97, 96, -28, -2
Nn1c(Cc2cccc3ccccc23)nnc1SCCOc1ccc(Br)cc1
  3, 0.5, 40, 100, 3, nt, 6, 99, 100, -7, -2
COc1ccc2[nH]c(=O)c(CN(Cc3nnnn3Cc3ccco3)C3CCCCC3)cc2c1
  0, 0.0, 20, 93, 13, nt, 23, 98, 97, -9, -3
CC1CC(C)CN(CC(=O)c2cccs2)C1 (centres undefined)
  -2, 0.0, 7, 99, 9, -3, 9, 98, 100, -14, 0
COc1ccc(-c2c3c(=O)n(C)c(=O)n(C)c3cn2C2CCCCC2)cc1
  8, 1.5, 6, 99, 34, nt, 14, 94, 98, -5, -2
COc1cc(O)c(C(CCN2CCOCC2)c2cc(OC)c(OC)c(OC)c2)c(OC)c1 (centres undefined)
  nt, nt, 4, 100, 8, -3, nt, ?, 103, -91, nt
CC1CCN(CCCOc2ccc(Cl)cc2Br)CC1
  0, -0.1, 32, 103, 11, 9, 12, 103, 102, 23, -1
CC(C)NC(=O)N(Cc1ccc(Cl)cc1)Cc1cccs1
  nt, nt, 3, 101, 6, -13, nt, ?, 103, -4, nt
CCOc1ccc(OCC)c(S(=O)(=O)NNC(=O)c2c(C)nc3ccccn23)c1
  -1, -0.2, 24, 98, 15, 7, 14, 93, 95, 3, -3
COc1cc(/C=N/N(C)c2ccccc2)ccc1O
  -1, -0.1, 56*, 100, 8, -12, 4, 98, 98, -36, 0
S=C(Nc1ccc2[nH]ccc2c1)NC1CCCCC1
  nt, nt, 5, 103, 6, -16, nt, ?, 98, -45, nt

Mcl1 Noxa PPI: entries above that show a hit
molecule	ABCG2 block	Mcl1 Noxa PPI	RGS8-Gao	Avidin fluor	GSH fluor	RGS7-Gao	RGS4-Gao reg	Mcl1-Bid inh	Mcl-1 Bim block
O=C(O)CC(CCc1ccccc1)OC1OC(CO)C(O)C(O)C1O (centres undefined)	nt	92*	88	9	nt	?	87	-60	nt
COc1cc(/C=N/N(C)c2ccccc2)ccc1O	-1	56*	100	8	4	98	98	-36	0

Compounds listed so far that contain fluorine:
Second line of a record – ABCG2 block, ABCB1 inh, Mcl1 Noxa PPI, RGS8-Gao, Avidin fluor, Pf gamet viab, GSH fluor, RGS7-Gao, RGS4-Gao reg, Mcl1-Bid inh, Mcl-1 Bim block
N#Cc1ccc(-c2ccc(F)cc2)nc1SCC(=O)Nc1sc2c(c1C#N)CCC2
  -1, 1.8, -6, 100, 19, nt, 9, 99, 97, -37, 1
O=C(NNc1nc2c(F)cc(F)cc2s1)C1COc2ccccc2O1 (centres undefined)
  -1, -0.2, -12, 105, 23, -21, 11, 97, 101, -48, 0
O=C(Nc1cccc(F)c1)c1c(F)c(F)c(F)c(F)c1F
  4, 0.6, 17, 101, 13, nt, 14, 102, 101, -16, -1

Going on with the list:
Second line of a record – ABCG2 block, ABCB1 inh, Mcl1 Noxa PPI, RGS8-Gao, Avidin fluor, Pf gamet viab, GSH fluor, RGS7-Gao, RGS4-Gao reg, Mcl1-Bid inh, Mcl-1 Bim block
N#Cc1ccccc1Sc1ccccc1C(=O)N1CCOCC1
  0, 0.1, 13, 102, 8, nt, 16, 102, 103, -11, 0
CC(=O)N1N=C(N)SC1c1cccc([N+](=O)[O-])c1 (centres undefined)
  0, -0.2, 9, 97, 3, 20, 19, 96, 94, -4, -4
Cc1cc(C)cc(NC(=O)N2CCCN(Cc3c(F)cccc3Cl)CC2)c1
  nt, nt, 5, 100, 5, -12, nt, ?, 98, -19, nt
COc1ccc(Cc2nnc(NC(=O)c3c(-c4ccccc4)noc3C)s2)cc1OC
  -1, -2.1, 27, 100, 9, nt, 19, 96, 98, 2, -1
FC(F)(F)c1nnc2n1N=C(c1cccs1)CS2
  6, 0.5, 13, 99, 12, -11, 73, 95, 96, -40, -1
O=C(O)/C=C\c1cccc(-n2cnnn2)c1
  1, 0.4, 17, 101, 4, -19, 10, 99, 99, -11, -4
COc1cc(C(=O)Nc2ccc(O)cc2C(=O)O)ccc1OC(C)=O
  -7, 0.5, 10, 102, 10, 1, 32, 98, 101, -21, -5
C[C@H](NC(=O)c1nc[nH]c1C(=O)NC(c1ccccc1)c1ccccc1)C(=O)OC(C)(C)C
  2, 2.2, -81, 103, 4, 1, 19, 102, 103, -24, 0
COc1ccc(Cl)cc1NC(=O)C1COc2ccccc2O1 (centres undefined)
  13, 0.1, 14, 100, 9, 12, 12, 103, 102, -38, 1
COc1cccc(/C=N/NC(=O)c2ccc(=O)n(C)c2)c1OC
  15, 0.6, -21, 103, 12, 8, 11, 105, 102, -4, -6
O=C(C1CC(=O)N(C2CCCC2)C1)N1CCN(c2ccccc2F)CC1 (centres undefined)
  3, 0.6, -8, 102, 8, nt, 21, 101, 99, -16, 0
